Growth percent in the NCI-60 one-dose screen (48 h, 10 µM unless noted): 100 = growth as untreated, 0 = no growth, -100 = all killed.
KM12 – KM12 colon cancer cells; actives 5% (n = 82,000); AID 1794800
HCC-2998 – HCC-2998 colon cancer | actives 4.7% (n = 79,000) | AID 1794799
SF-539 – SF-539 CNS cancer | actives 6.8% (n = 81,000)
SNB-19 – SNB-19 CNS cancer cells; actives 2.5% (n = 81,000)
HT29 – HT29 colon cancer; actives 7.4% (n = 81,000)
SF-268 – SF-268 CNS cancer cells; AID 1794759; actives 3.1% (n = 82,000)
SF-295 – SF-295 CNS cancer cells | actives 5.6% (n = 79,000) | AID 1794758
SNB-75 – SNB-75 CNS cancer | actives 5% (n = 79,000)
SW-620 – SW-620 colon cancer. actives 5.2% (n = 82,000)
* = called active by the depositor; · = no result given; & = joins results of further samples. How the source made its calls: active means growth percent below 10; inactive means the rest.

smiles,KM12,HCC-2998,SF-539,SNB-19,HT29,SF-268,SF-295,SNB-75,SW-620
CN(C)C1CCN(Cc2ccc(NC(=O)c3cncc(C#Cc4cnc(N)c5ncccc45)c3)cc2C(F)(F)F)CC1,9.7*,99.6,59.6,97.8,19.3,81.3,93.9,127.5,68.1
C=C(C)[C@@H]1CC[C@]2(C(=O)N/N=C/c3cccnc3)CC[C@]3(C)[C@H](CC[C@@H]4[C@@]5(C)C/C(=C/c6cccnc6)C(=O)C(C)(C)[C@@H]5CC[C@]43C)[C@@H]12,71.9,89.8,88.5,88.6,66.9,76.2,47.5,59.4,81.5
Nc1nnc(-c2cc(=O)oc3ccc(Cl)cc23)o1,107.4,99.4,90.7,94.7,109.3,102.2,98.6,86.5,105.8
C=CCn1c(SCC(=O)Nc2ccc(C(=O)/C=C/c3ccc(Cl)cc3)cc2)nnc1-c1ccccc1,85.2,96.4,96.6,92.6,89.2,84.7,94.9,70.8,98.4
CC(C)(O)c1ccc2c(c1)CC[C@@H]1C(C)(C)C(=O)CC[C@@]21C,96.8,111.2,98.9,104.7,104.9,98.3,100.4,92.0,105.4
COc1cc(-c2cc(-c3ccc(Br)cc3)nc3nc(N)[nH]c(=O)c23)ccc1Oc1ccnc2cc(Cl)ccc12,76.8,112.8,106.2,87.7,106.8,97.1,98.9,76.7,108.5
CCOC(=O)CCc1nc2ccccc2[nH]1,99.0,103.4,96.8,102.3,101.6,99.9,105.0,99.9,97.1
O=c1[nH]cnc2c1cnn2-c1ccccc1,105.8,117.5,95.8,104.8,105.3,103.8,95.3,106.7,107.0
CCCN1C(=O)[C@H]2Cc3c([nH]c4ccccc34)[C@H](C)N2C1=S,86.0,103.9,101.8,93.3,93.4,88.3,101.0,68.6,102.9
COc1ccc(-n2ncc3c2CCc2cc(S(=O)(=O)c4ccccc4)c(=O)n(Cc4ccccc4)c2-3)cc1,101.7,93.6,78.7,87.4,90.6,79.0,98.3,61.7,99.8
Clc1nc(Cl)c(C2CC(c3ccc4c(c3)OCO4)=NN2c2ccccc2)s1 (configuration not stated),98.5,107.7,99.3,98.2,91.2,79.1,95.0,54.7,96.4
Nc1nc(-c2ccccc2Cl)cs1,109.5,·,102.6,97.5,104.1,105.1,·,109.7,107.0
CC(N)C(=O)OC(C)(C)Cc1ccc(Cl)cc1 (configuration not stated),120.1,94.2,100.8,97.8,89.6,110.5,96.5,103.1,108.2
Cc1ncc(C(=O)Nc2ccc(CN3CCN(C)CC3)c(C(F)(F)F)c2)cc1C#Cc1cnc(N)c2ccc(C#N)cc12,3.9*,34.1,-0.4*,52.0,-6.1*,16.7,54.1,-11.5*,6.4*
Cn1c(SCC(=O)c2ccc([N+](=O)[O-])cc2)nc2ccccc2c1=O,100.8,114.1,102.8,98.6,103.1,100.8,97.5,93.2,101.8
COc1ccc2c(c1)/C(=C\c1c[nH]c3ccc(F)cc13)C(=O)N2,21.1,92.7,91.8,93.9,86.1,·,100.2,86.7,107.2
CCC1(CC)SCCNC1=O,105.3,·,100.5,107.6,111.3,97.2,115.6,91.0,96.1
CCC(=O)c1cccc([N+](=O)[O-])c1,98.3,105.3,99.2,92.5,96.2,101.4,93.3,80.8,108.8
CCOC(=O)C(=O)N(CCC(=O)O)c1ccccc1,104.7,97.6,107.0,108.7,103.4,107.2,102.4,104.3,106.0
Cc1cccc(N)c1O,106.0,·,97.0,97.4,107.3,100.6,96.3,92.7,97.1
Nc1ncc(-c2ccc(NS(=O)(=O)c3ccc(Br)cc3)cc2)[nH]1,99.3,91.6,88.9,88.2,98.5,93.0,81.4,87.9,89.4
CCOC(=O)C(=Cc1ccc(C#N)cc1)C(=O)OCC,29.8,78.7,-49.9*,65.2,-39.7*,28.1,95.3,42.9,0.8*
O=C1CCC(Nc2ccccn2)N1 (configuration not stated),103.3,99.3,98.1,98.5,94.7,106.6,109.3,114.0,99.2
O=C(Nc1ccc(N2CCOCC2)cc1)c1cncnc1Nc1ccc(OCc2cccc(F)c2)c(Cl)c1,93.1,91.5,75.2,94.9,86.3,88.5,94.4,75.3,91.9
c1ccc(-c2nc(N3CCNCC3)c3oc(-c4ccccc4)nc3n2)cc1,-75.4*,-87.5*,-95.9*,-27.9*,-26.2*,-48.8*,-73.6*,-95.9*,-77.7*
COC(=O)c1cc(=O)nc(N/N=C/c2ccccc2)s1,107.6,108.0,100.6,106.0,98.7,108.7,·,129.3,104.7
CCn1c(SCC(=O)c2ccc(Br)cc2)nnc1-c1cc2c([nH]c3ccccc32)c(-c2cccc(O)c2)n1,66.5,98.4,60.9,98.9,91.6,72.5,41.1,60.9,94.1
O=C(/C=C/c1sc(Cl)nc1Cl)c1ccccc1,85.7,49.3,72.3,96.0,88.6,104.5,102.0,86.5,33.0
O=C(OCCc1ccccc1)c1ccccc1O,110.4,111.4,113.8,107.6,101.1,·,111.4,111.8,108.4
CC(C)N1CSC(=S)NCCNC(=S)SC1,107.5,·,113.5,96.9,103.7,99.9,119.7,60.4,109.9

Remaining list, next part
smiles,KM12,HCC-2998,SF-539,SNB-19,HT29,SF-268,SF-295,SNB-75,SW-620
Cc1nnc(-c2ccc3c(c2)nc(-c2cccs2)n3C2CCCCC2)o1,94.8,97.2,97.9,110.9,102.3,102.2,97.5,97.2,115.0
O=C1C(c2ccccc2)CN1Cc1ccccc1 (configuration not stated),104.0&101.8,108.8&104.3,101.2&98.2,94.5&113.3,105.0&104.6,102.0&103.5,96.5&89.3,71.0&92.9,106.8
CC1(C)OC2OC(COC(=O)c3ccccc3)C(O)C2O1 (configuration not stated),103.7&107.4,110.5&83.2,111.9&106.8,104.2&112.9,107.3&107.3,108.1&104.3,98.7,96.2&93.8,111.0&104.9
NNC(=O)CC1=NNC(=O)C1,106.0,104.4,94.9,99.2,112.3,108.4,120.8,74.6,109.7
FC(F)(F)c1cccc(Nc2nc(-c3ccccc3)nc3ncccc23)c1,38.1,-68.3*,3.3*,100.1,15.0,13.3,·,91.4,-53.0*
N#CC1=C(N)Oc2ccc3ccccc3c2C1c1ccccc1Cl (configuration not stated),36.0,76.0,35.0,33.9,22.2,57.7,11.7,-2.0*,30.6
CCOP(=O)(NCC(=O)Nc1nc(-c2cccc(NS(=O)(=O)c3cccc4c(N(C)C)cccc34)c2)cs1)OCC,80.4,90.3,57.3,71.3,80.9,79.5,59.3,81.1,91.2
CCOc1cc2c(cc1OCC)C(c1cc3c(cc1Br)OCO3)NCC2 (configuration not stated),94.8,96.9,98.7,96.5,79.6,97.1,66.8,78.0,100.9
Cc1cc(Nc2nc(-c3ccncc3)nc3ccccc23)n[nH]1,18.8,72.0,59.5,95.0,61.3,70.1,69.9,-23.4*,78.3
CCCn1cc(/C=N\N=C2\C(=O)Nc3ccc([N+](=O)[O-])cc32)c2ccccc21,89.7,113.8,90.1,78.4,98.4,98.1,105.2,90.9,92.8
CCNC(=O)Nc1ccccc1CNc1nc(Nc2ccc(OCCN3CCCC3)cc2)ncc1Cl,12.7,86.4,89.3,92.8,81.8,80.9,73.6,66.3,61.3
O=C(c1ccc(Br)cc1)[C@@H]1[C@@H]2CCCN2[C@]2(C(=O)Nc3ccccc32)[C@H]1c1ccc(O)cc1,93.0,107.2,92.8,96.4,107.9,91.8,90.6,69.5,106.9
COC12C=C/C(=C(/C(=O)OCc3nc4ccccc4s3)C(=O)CCCCCCCCC3(OC)C=C/C(=C(/C(=O)OCc4nc5ccccc5s4)C(=O)CCCCCCCC1)O3)O2,28.9,58.8,55.2,60.0,68.7,66.8,84.2,93.9,44.8
C/C(=C\CCc1ccsc1)CC/C=C(\C)CCCO,107.4,106.5,105.3,105.8,104.8,106.8,107.1,103.5,100.4
CN(CC(=O)Nc1sc2c(c1C#N)CCCCC2)Cc1ccccc1,107.1,97.6,98.2,94.4,94.4,100.1,100.7,86.2,98.5
COc1cc(OC)cc(C(=O)NCCCl)c1,120.2,113.0,103.0,93.8,107.8,120.8,104.6,76.3,99.3
CN1C(=O)C(C2=NN(c3cc(Cl)cc(Cl)c3)C(c3ccc(Cl)cc3)C2)C(=O)N(C)C1=O (configuration not stated),79.4,77.2,90.1,86.2,79.5,94.3,63.1,98.0,94.5
CCNc1nc(-c2ccc(Cl)c(OC)c2)c(-c2ccnc(NCCCNS(=O)(=O)c3ccc(Cl)cc3)n2)s1,65.3,101.6,86.6,81.8,19.1,60.4,70.3,77.6,80.9
OCc1cc(CN2CCC(N3CCCCC3)CC2)c(O)c2ncccc12,51.8,87.8,74.0,68.4,60.9,61.3,65.1,70.7,52.0
O=C(NCCNc1nccc(-c2c(-c3cccc(F)c3)nc3sccn23)n1)c1ccccc1,56.6,73.9,81.3,63.5,25.8,58.8,71.4,54.6,52.3
Cc1ccc(-c2nc(SCC(=O)c3ccccc3)nc(Nc3cccc(S(N)(=O)=O)c3)c2C#N)cc1,100.8,118.7,86.0,97.2,112.0,113.9,110.1,103.6,105.8
CN1CCN(C(=O)c2ccc3cc(CCNc4ncnc5ccc(C#N)cc45)ccc3c2)CC1,78.5,97.3,83.8,83.3,79.4,74.6,67.7,112.4,87.0
CCOC(=O)c1c(NC(=O)C2CCCCC2C(=O)O)sc2c1CCCC2 (configuration not stated),109.0,110.0,102.2,99.8,·,104.6,96.3,97.3,100.9
CCOC(=O)C1CCCC1O (configuration not stated),101.2,97.7,103.9,105.7,104.5,109.3,93.6,96.9,104.3
CCN1CCN(CCNc2nccc(-c3c(-c4ccc(F)c(O)c4)nc4occn34)n2)S1(=O)=O,13.7,57.3,75.9,73.7,20.1,28.0,28.9,83.5,44.1
Cc1nc2c([N+](=O)[O-])c(Cl)c(Cl)cc2n1Cc1ccc(B2OC(=O)CN(C)CC(=O)O2)cc1,86.1,109.0,76.2,99.5,96.5,66.7,86.0,38.2,106.2
C=CCN(CC=C)C(=O)[C@H](CC)[C@@H]1CC[C@@H](C)[C@@H]([C@H](C)[C@@H](O)[C@@H](C)C(=O)[C@H](CC)C2O[C@]3(C=C[C@@H](O)[C@]4(CC[C@@](C)([C@H]5CC[C@](O)(CC)[C@H](C)O5)O4)O3)[C@H](C)C[C@@H]2C)O1 (some centres not stated),27.5,12.6,29.1,14.2,9.1*,41.7,-16.0*,-7.5*,12.3
[N-]=[N+]=NCCN(Cc1ccccc1)Cc1ccccc1,97.0,98.2,90.8,102.5,98.1,95.9,96.0,93.2,99.2
CC(=O)c1ccc2c3c(ccc([N+](=O)[O-])c13)CC2,94.2,·,98.1,109.5,114.1,95.5,97.7,115.1,103.7
Cc1cc2nc(C(Cl)Cl)nc(-c3cccs3)n2n1,-26.4*,-54.4*,17.5,21.0,-12.9*,28.9,-9.2*,75.3,10.9

Rewritten with each value named: four of the compounds above
COc1ccc2c(c1)/C(=C\c1c[nH]c3ccc(F)cc13)C(=O)N2
  KM12 = 21.1; HCC-2998 = 92.7; SF-539 = 91.8; SNB-19 = 93.9; HT29 = 86.1; SF-268 = ·; SF-295 = 100.2; SNB-75 = 86.7; SW-620 = 107.2

CCC1(CC)SCCNC1=O
  KM12 = 105.3; HCC-2998 = ·; SF-539 = 100.5; SNB-19 = 107.6; HT29 = 111.3; SF-268 = 97.2; SF-295 = 115.6; SNB-75 = 91.0; SW-620 = 96.1

CCC(=O)c1cccc([N+](=O)[O-])c1
  KM12 = 98.3; HCC-2998 = 105.3; SF-539 = 99.2; SNB-19 = 92.5; HT29 = 96.2; SF-268 = 101.4; SF-295 = 93.3; SNB-75 = 80.8; SW-620 = 108.8

CCOC(=O)C(=O)N(CCC(=O)O)c1ccccc1
  KM12 = 104.7; HCC-2998 = 97.6; SF-539 = 107.0; SNB-19 = 108.7; HT29 = 103.4; SF-268 = 107.2; SF-295 = 102.4; SNB-75 = 104.3; SW-620 = 106.0

Following part.
smiles,KM12,HCC-2998,SF-539,SNB-19,HT29,SF-268,SF-295,SNB-75,SW-620
COc1ccccc1N1CCN(CCn2c(=O)c3sc4ccccc4c3n(C)c2=O)CC1,102.4,94.8,·,97.3,64.8,101.9,102.7,106.0,99.9
N/C(=N\C(N)=N\c1nc2ccccc2s1)c1ccncc1,52.1,79.1,68.2,69.5,27.7,7.1*,74.1,·,35.2
CCOC(=O)c1ccc(NC(=O)c2cn(-c3ccccc3)nc2-c2ccncc2)cc1,97.6,101.5,104.9,84.7,95.7,102.5,·,84.5,91.8
Cc1ccccc1Cn1cc(CSc2nc3ccccc3s2)nn1,98.1,113.1,102.8,103.3,99.2,97.7,93.7,101.2,105.7
Cc1nn(-c2ccc(Br)cc2)c2nc(C(F)(F)F)nc(Nc3ccc(NCc4c(-c5ccccc5)no[n+]4[O-])cc3)c12,74.3,96.1,59.4,84.1,70.4,73.2,57.5,·,79.7
Cn1c2ccc(O)cc2c2cc3ncccc3nc21,77.2,95.9,73.0,79.6,104.2,79.8,80.5,76.7,61.5
N#C/C(=C\c1ccc(O)cc1)n1nnc2ccccc21,83.7,87.0,94.6,89.3,105.0,85.4,103.2,83.5,96.7
C=C(Cn1cc(CO)nn1)[C@@H]1CC[C@]2(C(=O)OC)CC[C@]3(C)[C@H](CC[C@@H]4[C@@]5(C)CCC(=O)C(C)(C)[C@@H]5CC[C@]43C)[C@@H]12,90.0,93.9,95.8,104.4,81.4,89.5,106.7,92.0,103.2
CCCCCCCCSCc1ccc(N)cc1,125.4,105.3,94.8,86.9,104.4,100.8,·,69.0,102.1
Oc1c(Cl)cc(Cl)cc1-c1ccn[nH]1,114.0,120.9,99.4,101.8,105.0,100.0,105.5,77.8,117.1
Cc1ccc(CC#N)cc1C,94.7,102.6,87.5,94.6,109.9,86.2,93.0,101.2,109.5
